Screening data as filed in PubChem BioAssay.
TGFb SMAD3 inh – blocks TGF-b signaling; HepG2 CAGA-GFP TGF-b/SMAD3 reporter, GFP fluorescence, 18 h; TGF-beta stimulated, 500 pg/mL final; Potency, µM (top dose mostly 46.1 µM), without a hit: top-dose activity, negative = inhibition, actives largely listed as inhibitors; 1.2% of 410,000 active; note: potency is the fitted concentration of half-maximal effect; % is set by controls: 0 for no effect and ±100 for the full control effect; nearly all actives have a fitted effect of over 65% in size
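Cell-based qHTS in HEPG2 carrying a CAGA-GFP Smad reporter; compounds added before 500 pg/mL final TGF-beta, 18 h incubation at 37 degrees C, GFP fluorescence quantified per cell by imaging cytometry.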
HepG2 tox – HepG2 cytotoxicity, counter-screen for TGF-b inhibitors; 0.76% of 410,000 active; HepG2 CAGA-GFP viability, ATP luminescence, 18 h; Potency, µM (highest dose often 46.1 µM), for the others: at the highest dose activity change, negative = cytotoxicity, hits mostly cytotoxic; note: potency is the fitted concentration of half-maximal effect; some results filed as inactive show a strong effect at the top dose
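CellTiter-Glo luminescence gave cytotoxicity after 18 hours at 37 degrees C. The cells were HepG2 CAGA-GFP in 1% FBS DMEM, stimulated with 500 pg/mL TGF-beta after compound addition. %Activity was normalised to no-cell wells (complete cell-killing) and DMSO (no toxicity), and curves were fitted and classified.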
IL-2 act – activates IL-2 in a cell-based reporter assay. 0.065% of 360,000 active. IL-2 activation reporter assay, cell-based qHTS; stimulated with anti-CD3/CD4/CD28 beads; in transgenic mouse T cells. activation, % (series mostly up to about 46 µM); in the data active = activation above about 50%; inconclusive = mostly about 30% to 49%; note: 0% is about no effect
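EGFP and DsRed fluorescence is measured by plate cytometry in unstimulated transgenic mouse T cells exposed to compound for 60 minutes, then stimulated 18 hours at 37 degrees C with anti-CD3/anti-CD4 beads plus anti-CD28.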
A549 viability – counter-screen for Nrf2 inhibitors: cytotoxicity in A549 cells; Potency, µM (titrated, usually from 46 µM), for the others: at the highest dose activity change, negative = cytotoxicity, actives largely listed as inhibitors; AID 504648; 0.16% of 390,000 active; A549 ARE-Fluc cells, CellTiter-Fluor viability, 18-24 h; note: potency is the fitted concentration of half-maximal effect; % is set by controls: 0 for no effect and ±100 for the full control effect
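A549 ARE_Fluc cells in 5% FBS OPTI-MEM were exposed to compounds in concentration-response for 18-24 h at 37 deg C. Viability was read by CellTiter-Fluor fluorescence (Ex 405/Em 525) after 30 min, before the luciferase read.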
ATXN2 expr inh – ATXN2 expression inhibition; 0.72% of 360,000 active; Potency, µM (top dose mostly 57 µM), inactives show at the top dose activity change, negative = inhibition, usual class: inhibitors; HEK-293 ATXN2-luciferase reporter, luminescence, 24 h; note: potency is the fitted concentration of half-maximal effect; % is set by controls: 0 for no effect and ±100 for the full control effect; nearly all actives have a fitted effect of over 55% in size
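ATXN2-luciferase reporter cells (luciferase flanked by upstream and downstream ATXN2 gene portions) were treated 24 h at 37 °C with compounds at up to 57 uM. SteadyGlo luminescence gave expression; GF-AFC fluorescence gave viability.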
Nrf2 block – Nrf2 pathway inhibition. A549 ARE-Fluc reporter, luciferase luminescence, 18-24 h. Potency, µM (highest dose often 46 µM), inactives show top-dose activity change, negative = inhibition, hits mostly inhibitors. 2.1% of 360,000 active; note: potency is the fitted concentration of half-maximal effect; % is set by controls: 0 for no effect and ±100 for the full control effect; nearly all actives have a fitted effect of over 60% in size
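In this cell-based qHTS, ARE-driven firefly luciferase in A549 cells reports Nrf2 activity; the luminescent signal after BugLite lysis is the measured value, with a prior CellTiter-Fluor read for cell health.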
S2 tox – reduces viability in counter-screen for ATXN expression inhibitors; S2 cells (HEK-293 line with an ATXN2-luciferase reporter) viability, CellTiter-Fluor protease fluorescence, 24 h; Potency, µM (top dose mostly 56.7 µM), most hits filed as cytotoxic; 0.49% of 400,000 active; note: potency is the fitted concentration of half-maximal effect; nearly all actives have a fitted effect of over 40% in size
Nrf2 activator – activates Nrf2 signaling. AREc32 ARE-luciferase reporter (MCF7-derived line), luminescence, 24 h. Potency, µM (highest dose often 46.1 µM), for the others: at the top dose activation, hits mostly activators. 0.31% of 410,000 active. AID 624171; note: potency is the fitted concentration of half-maximal effect; % of control where 0% means no effect; nearly all actives have a fitted effect of over 65% in size
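Luminescent ARE reporter assay in AREc32_Fluc cells: overnight plating at 37 deg C, 24 hr compound incubation, Steady-Glo added, 30 min RT before reading.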
EPAC2 agonist – activates human EPAC2 exchange factor. 0.079% of 360,000 active. Potency, µM (titrated, usually from 154 µM), without a hit: at the top dose activation, usual class: activators. EPAC2 activation, biochemical qHTS; response scale: 100% = 6.5 mM cAMP response. Q8WZA2. AID 720711; note: potency is the fitted concentration of half-maximal effect; nearly all actives have a fitted effect of over 50% in size
Target sequence (Q8WZA2 whole entry, looked up): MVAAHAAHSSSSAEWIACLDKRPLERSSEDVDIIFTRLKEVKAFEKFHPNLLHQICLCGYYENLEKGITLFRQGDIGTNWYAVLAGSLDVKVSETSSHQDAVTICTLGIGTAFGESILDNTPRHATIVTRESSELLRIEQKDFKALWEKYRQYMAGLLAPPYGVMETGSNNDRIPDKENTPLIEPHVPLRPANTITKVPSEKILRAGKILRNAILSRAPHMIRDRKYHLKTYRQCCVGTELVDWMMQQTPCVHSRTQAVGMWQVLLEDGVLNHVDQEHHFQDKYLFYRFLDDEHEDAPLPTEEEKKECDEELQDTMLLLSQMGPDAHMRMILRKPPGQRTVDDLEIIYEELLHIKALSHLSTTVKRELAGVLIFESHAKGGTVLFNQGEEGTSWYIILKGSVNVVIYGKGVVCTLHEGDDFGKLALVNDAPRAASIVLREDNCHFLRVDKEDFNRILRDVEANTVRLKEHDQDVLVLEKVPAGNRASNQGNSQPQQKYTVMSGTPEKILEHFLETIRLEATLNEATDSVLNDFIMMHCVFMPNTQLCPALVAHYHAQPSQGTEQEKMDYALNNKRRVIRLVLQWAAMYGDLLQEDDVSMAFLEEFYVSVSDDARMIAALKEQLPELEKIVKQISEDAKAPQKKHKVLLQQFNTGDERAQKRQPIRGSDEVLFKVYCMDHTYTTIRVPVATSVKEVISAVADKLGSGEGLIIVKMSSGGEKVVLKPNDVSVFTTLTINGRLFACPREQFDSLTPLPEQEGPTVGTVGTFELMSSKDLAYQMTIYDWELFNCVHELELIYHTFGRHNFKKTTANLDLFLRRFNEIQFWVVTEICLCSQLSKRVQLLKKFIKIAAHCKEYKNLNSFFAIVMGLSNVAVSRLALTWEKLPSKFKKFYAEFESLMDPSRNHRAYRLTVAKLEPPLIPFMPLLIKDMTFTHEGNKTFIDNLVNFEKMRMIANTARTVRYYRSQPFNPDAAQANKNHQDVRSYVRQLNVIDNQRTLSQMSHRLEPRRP
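Compounds were titrated in qHTS against a Rap1B-BODIPY-GDP (250 nM) complex with EPAC2 (100 nM) and GDP (50 uM). BODIPY-GDP release tracked at 480/540 nm over 30 min at room temperature, normalized to 6.5 mM cAMP.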
Numbers without * were called inactive; & = joins results of further samples; [ ] = remark or other dose. Unless noted, calls come from the whole dose curve; as a rule, active = well fitted curve in the direction sought with a large enough effect; inconclusive = small, poorly fitted or top-dose-only effect, or another doubt; inactive = no such curve, though single readings can be large; an effect the other way counts as inactive or inconclusive.

CC(OC(=O)c1ccc(Cl)cc1)C(=O)NCc1ccc2c(c1)OCO2 (configuration not stated) was read as TGFb SMAD3 inh 0%, HepG2 tox 1%, IL-2 act 0.4, A549 viability 1%, ATXN2 expr inh -4%, Nrf2 block 5%, S2 tox inactive, Nrf2 activator 2.3% and EPAC2 agonist -2%.
`CCc1ccc(-n2c(SCc3ccccc3F)nc3[nH]ncc3c2=O)cc1` gave TGFb SMAD3 inh inconclusive, HepG2 tox -109%, A549 viability 17%, ATXN2 expr inh inconclusive, S2 tox 20µM* and Nrf2 activator -1.6%.
`Cc1ccc(C(=O)Nc2nc3ccc(S(C)(=O)=O)cc3s2)cc1C` gave TGFb SMAD3 inh 16%, HepG2 tox -24%, IL-2 act 0.2, A549 viability 9%, ATXN2 expr inh -20%, Nrf2 block 8%, S2 tox inactive, Nrf2 activator 1.5% and EPAC2 agonist 0%.
For CCc1ccc([C@@H]2C[C@H]3[C@@H](CN2S(=O)(=O)c2ccc(C)cc2)C(=O)C[C@@H](c2ccc(Cl)cc2)N3S(=O)(=O)c2ccc(C)cc2)cc1 the results were TGFb SMAD3 inh -20%, HepG2 tox -4%, IL-2 act 2.1, ATXN2 expr inh -4%, S2 tox inactive, Nrf2 activator -0.7% and EPAC2 agonist -5%.
COc1ccc(CN2C(=O)c3ccccc3C2c2nnnn2-c2ccc3c(c2)OCCO3)cc1OC (configuration not stated) was read as IL-2 act -0.4, ATXN2 expr inh 2%, S2 tox inactive, Nrf2 activator -2.5% and EPAC2 agonist 12%.
COC(=O)CC1=NN(c2ccccc2)C(=O)/C1=C\c1ccc(OC)cc1 was read as TGFb SMAD3 inh -7%, HepG2 tox -5%, IL-2 act -0.6, A549 viability 2%, ATXN2 expr inh 33%, Nrf2 block -6%, S2 tox inactive, Nrf2 activator -0.8% and EPAC2 agonist -7%.
`CCCCOc1ccc(C(O)C(CN2CCOCC2)c2ccccc2)cc1` (configuration not stated) gave TGFb SMAD3 inh 11%, HepG2 tox 0%, IL-2 act -1.6, A549 viability 1%, ATXN2 expr inh -4%, Nrf2 block inconclusive, S2 tox inactive, Nrf2 activator 2.0% and EPAC2 agonist -1%.
`COc1ccc(C(=O)Nc2ccc(Br)cn2)cc1S(=O)(=O)N1CCOCC1` gave TGFb SMAD3 inh -5%, HepG2 tox -2%, IL-2 act 0.4, A549 viability 9%, ATXN2 expr inh -18%, Nrf2 block -28%, S2 tox inactive, Nrf2 activator -1.5% and EPAC2 agonist 4%.
CN(C)c1ccc(NC(=O)C(=O)NCCOc2ccccc2)cc1 was read as TGFb SMAD3 inh 18%, HepG2 tox 7%, IL-2 act 2.1, A549 viability 1%, ATXN2 expr inh -2%, Nrf2 block 4%, S2 tox inconclusive, Nrf2 activator -0.5% and EPAC2 agonist -3%.
Screening Cc1ccccc1NC(=S)NCC1CCN(C(C)c2ccccc2)C1 (configuration not stated) returned TGFb SMAD3 inh -3%, HepG2 tox 0%, IL-2 act -0.7, A549 viability 16%, Nrf2 block 3%, S2 tox inactive, Nrf2 activator -0.5% and EPAC2 agonist 8%.
For CCCn1nnnc1SCC(=O)Nc1ccc(F)cc1 the results were TGFb SMAD3 inh -6%, HepG2 tox 4%, IL-2 act 0.6, A549 viability -5%, ATXN2 expr inh 7%, Nrf2 block 11%, S2 tox inactive, Nrf2 activator -0.5% and EPAC2 agonist -1%.
`C=CCOc1ccc(C[C@H](N)C(=O)NC[C@H]2O[C@@H](n3cnc4c(N)ncnc43)[C@H](O)[C@@H]2O)cc1` gave TGFb SMAD3 inh -13%, HepG2 tox 1%, IL-2 act -0.3, A549 viability 1%, ATXN2 expr inh -5%, Nrf2 block -10%, S2 tox inactive, Nrf2 activator -0.9% and EPAC2 agonist 3%.
Screening O=S(=O)(c1cccc(Cl)c1)N1CCN(c2nc(-c3cccs3)nc3ccccc23)CC1 returned TGFb SMAD3 inh 8%, HepG2 tox 35%, A549 viability -4%&-1% and Nrf2 block inconclusive.
`O=C1C2C3C=CC(C4CC34)C2C(=O)N1c1cccc2ccccc12` (configuration not stated) gave TGFb SMAD3 inh -24%, HepG2 tox -15%, IL-2 act 6.5, A549 viability -9%, ATXN2 expr inh 4%, Nrf2 block 11%, S2 tox inconclusive, Nrf2 activator 4.4% and EPAC2 agonist 13%.
`O=C(Nc1ccc2c(c1)OCO2)c1cc(C2CCCCN2C(=O)CCCc2ccccc2)on1` (configuration not stated) gave TGFb SMAD3 inh 3%, HepG2 tox -24%, IL-2 act -0.6, ATXN2 expr inh 14%, S2 tox inactive, Nrf2 activator 3.2% and EPAC2 agonist 13%.
For CCOC(=O)c1ccccc1NC(=O)CSc1nc(N)cc(N)n1 the results were TGFb SMAD3 inh 16%, HepG2 tox -4%, IL-2 act -2.5, A549 viability -1%, ATXN2 expr inh -5%, Nrf2 block -9%, S2 tox inactive, Nrf2 activator -0.4% and EPAC2 agonist -4%.
`Cc1cccc(NC(=O)c2cc3ccccc3o2)c1` gave TGFb SMAD3 inh -10%, HepG2 tox -20%, IL-2 act -0.9, A549 viability 18%, ATXN2 expr inh 99%[activator], Nrf2 block inconclusive, S2 tox inactive, Nrf2 activator 3.9% and EPAC2 agonist 15%.
`Cc1noc(C)c1COc1ccccc1C(=O)N1CCN(S(=O)(=O)c2cccc(Cl)c2)CC1` gave TGFb SMAD3 inh -17%, HepG2 tox -9%, IL-2 act -5.5, A549 viability 2%, ATXN2 expr inh -15%, Nrf2 block -7%, S2 tox inactive, Nrf2 activator -0.1% and EPAC2 agonist 5%.
COc1cc(OC)c(S(=O)(=O)NC(C)C)cc1S(=O)(=O)NC(C)C was read as TGFb SMAD3 inh 9%, HepG2 tox -6%, IL-2 act -0.6, A549 viability -10%, ATXN2 expr inh 10%, Nrf2 block -9%, S2 tox inactive, Nrf2 activator 3.0% and EPAC2 agonist 11%.
O=C1c2ccccc2C(c2nnnn2-c2ccc3c(c2)OCCO3)N1Cc1cccnc1 (configuration not stated) was read as IL-2 act 2.0, ATXN2 expr inh 9%, S2 tox inactive, Nrf2 activator -0.8% and EPAC2 agonist 6%.
Screening Cc1ccc(OCC(=O)Nc2cc(S(=O)(=O)N3CCOCC3)ccc2Cl)c([N+](=O)[O-])n1 returned TGFb SMAD3 inh 2%, HepG2 tox 9%, IL-2 act 1.2, A549 viability 3%, ATXN2 expr inh 3%, Nrf2 block 4%, S2 tox inactive, Nrf2 activator 0.3% and EPAC2 agonist -2%.
For O=C1CCCc2[nH]c(-c3ccccc3)nc21 the results were TGFb SMAD3 inh 0%, HepG2 tox -4%, IL-2 act -2.0, A549 viability -3%, ATXN2 expr inh 36%, Nrf2 block inconclusive, S2 tox inactive, Nrf2 activator -0.1% and EPAC2 agonist -4%.
For O=c1c2ccccc2nc(-c2ccco2)n1/N=C/c1ccccc1O the results were TGFb SMAD3 inh -3%, HepG2 tox -17%, IL-2 act -3.6, A549 viability 0%, ATXN2 expr inh -14%, S2 tox inactive, Nrf2 activator 2.5% and EPAC2 agonist 4%.
For O=C(NNC(=O)C1CCN(S(=O)(=O)c2ccc(Cl)cc2)CC1)c1ccncc1 the results were TGFb SMAD3 inh 0%, HepG2 tox 1%, IL-2 act -2.5, A549 viability 2%, ATXN2 expr inh -26%, Nrf2 block -7%, S2 tox inactive, Nrf2 activator 3.2% and EPAC2 agonist 3%.
CCn1c(COc2ccc(Cl)cc2)nnc1SC1CCc2ccccc2C1=O (configuration not stated) was read as TGFb SMAD3 inh 13%, HepG2 tox 1%, IL-2 act -1.7, A549 viability 0%, ATXN2 expr inh -25%, Nrf2 block 26µM*, S2 tox inactive, Nrf2 activator 3.0% and EPAC2 agonist 1%.
`CC(C)CCn1c(CN2CC(C)OC(C)C2)nc2c1c(=O)n(C)c(=O)n2C` (configuration not stated) gave TGFb SMAD3 inh -1%, HepG2 tox 1%, IL-2 act 1.1, A549 viability -2%, ATXN2 expr inh 3%, Nrf2 block -1%, S2 tox inconclusive, Nrf2 activator 0.3% and EPAC2 agonist 3%.
O=C(NC1CC(=O)N(c2cccc(F)c2)C1)C(=O)c1c[nH]c2ccccc12 (configuration not stated) was read as TGFb SMAD3 inh -10%, HepG2 tox 5%, IL-2 act -0.1, A549 viability 2%, ATXN2 expr inh 8%, Nrf2 block 19%, S2 tox inactive, Nrf2 activator -0.6% and EPAC2 agonist -5%.

Quoted from the listing (4 entries):
Screening Cc1ccc(OCC(=O)Nc2cc(S(=O)(=O)N3CCOCC3)ccc2Cl)c([N+](=O)[O-])n1 returned TGFb SMAD3 inh 2%, HepG2 tox 9%, IL-2 act 1.2, A549 viability 3%, ATXN2 expr inh 3%, Nrf2 block 4%, S2 tox inactive, Nrf2 activator 0.3% and EPAC2 agonist -2%.
For O=C1CCCc2[nH]c(-c3ccccc3)nc21 the results were TGFb SMAD3 inh 0%, HepG2 tox -4%, IL-2 act -2.0, A549 viability -3%, ATXN2 expr inh 36%, Nrf2 block inconclusive, S2 tox inactive, Nrf2 activator -0.1% and EPAC2 agonist -4%.
For O=c1c2ccccc2nc(-c2ccco2)n1/N=C/c1ccccc1O the results were TGFb SMAD3 inh -3%, HepG2 tox -17%, IL-2 act -3.6, A549 viability 0%, ATXN2 expr inh -14%, S2 tox inactive, Nrf2 activator 2.5% and EPAC2 agonist 4%.
For O=C(NNC(=O)C1CCN(S(=O)(=O)c2ccc(Cl)cc2)CC1)c1ccncc1 the results were TGFb SMAD3 inh 0%, HepG2 tox 1%, IL-2 act -2.5, A549 viability 2%, ATXN2 expr inh -26%, Nrf2 block -7%, S2 tox inactive, Nrf2 activator 3.2% and EPAC2 agonist 3%.
